Giardia killer – Giardia lamblia killing | activity change, % at 7.66 µM, hits read low | 0.15% of 340,000 active | AID 540267 | Giardia lamblia trophozoite viability; in the data active means activity change below about -80%; inconclusive means between about -30% and that limit;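 further: parasites exposed to compound for two days anaerobically before the ATP read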
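Luminescent ATP signal served as the viability read-out, measured 15-30 min after adding ATP detection reagent to trophozoites that had been incubated with compounds for 48 hrs at 37 deg C anaerobically at 100 cells/well.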
B2AR arrestin – agonists driving beta-arrestin recruitment to human beta2-adrenergic receptor; P07550; beta-arrestin recruitment to beta2AR, cell-based reporter; 0.02% of 330,000 active; Potency, µM (doses to about 46.1 µM), for the others: at the highest dose activation, most hits filed as activators;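 further: potency means the concentration at half of the fitted maximal effect; 0% = DMSO controls and full agonism = EC100 isoproterenol or metaproterenol; nearly all actives have a fitted effect of over 65% in size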
Eya2 inh – Eya2 (human) phosphatase inhibition. 0.006% of 330,000 active. recombinant Eya2, OMFP fluorescence dephosphorylation (OMFP is methylfluorescein phosphate). O00167. Potency, µM (top dose mostly 76.9 µM), for the others: at the highest dose activity, negative = inhibition, hits mostly inhibitors. AID 488837; further: potency means the concentration at half of the fitted maximal effect
Target sequence (O00167 whole entry, looked up): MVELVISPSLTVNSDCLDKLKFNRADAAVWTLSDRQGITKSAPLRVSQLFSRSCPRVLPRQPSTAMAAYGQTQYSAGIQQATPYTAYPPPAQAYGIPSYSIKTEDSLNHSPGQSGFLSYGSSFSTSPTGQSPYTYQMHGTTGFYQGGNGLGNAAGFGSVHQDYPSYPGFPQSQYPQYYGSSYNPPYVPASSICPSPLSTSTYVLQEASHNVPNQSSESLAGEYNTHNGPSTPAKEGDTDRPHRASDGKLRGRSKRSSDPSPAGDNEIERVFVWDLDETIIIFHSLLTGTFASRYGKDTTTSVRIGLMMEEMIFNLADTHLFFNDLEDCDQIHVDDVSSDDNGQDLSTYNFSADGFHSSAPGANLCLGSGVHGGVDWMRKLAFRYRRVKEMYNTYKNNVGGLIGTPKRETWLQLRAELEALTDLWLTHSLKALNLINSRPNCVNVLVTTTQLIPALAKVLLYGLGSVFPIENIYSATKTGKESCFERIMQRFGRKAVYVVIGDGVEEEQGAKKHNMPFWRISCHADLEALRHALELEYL
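Eya2 protein (added as 0.2 uM solution) was preincubated with compound for 10 min at ambient temperature in 50 mM HEPES pH 7.5, 50 mM NaCl, 5 uM MgCl2, 0.05% BSA, 1 mM DTT. OMFP (added at 50 uM) then reacted 10 min; fluorescence read at 485/525 nm.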
hERG WT inh – KCNH2 (human, wildtype) channel inhibition; Q12809; 0.37% of 340,000 active; activity change, % at 1.84 µM; U2OS, BacMam KCNH2, thallium flux FluxOr; stronger effect = lower value; AID 720551;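 active means maximum activity change below -70%; inconclusive means maximum activity change between -70% and -50%; inactive means maximum activity change above -50%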
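U2OS cells transduced with wild-type KCNH2 virus are loaded with FluxOr dye for 45 min, and thallium flux is measured in kinetic reads before and after stimulation buffer. Rate constants are normalized to DMSO controls.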
Chronic BCR inh – chronic active BCR signaling inhibition | ABC-DLBCL IkBa-CBG/CBR reporter, luminescence ratio, 4 h | 0.05% of 340,000 active | Potency, µM (highest dose often 46.1 µM), inactives show top-dose ratio change, negative = lower green/red ratio, usual class: inhibitors; active means well fitted inhibition curve with a large enough effect in the signal ratio, with a control signal flat, not every such curve was filed as active; inconclusive means small, poorly fitted or top-dose-only effect, or effect the other way, or a change in a side signal; the % refers to the signal ratio;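 further: potency means the concentration at half of the fitted maximal effect; plate controls were basal doxycycline-induced cells for no effect and cells given 10 µM MG132 for full effect; MG132 reads +100%, hits lower the ratio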
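TMD8 human ABC-DLBCL cells with doxycycline-inducible IκBα–green luciferase fusion and unfused red luciferase, in 0.5% FBS medium; compounds up to 46 uM, 4 h at 37C. Green/red luminescence ratio, filter-overlap corrected, fitted to concentration-response curves.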
KCNH2 3.1 block – blocks the human KCNH2 3.1 channel isoform | U2OS KCNH2 3.1, thallium flux FluxOr; stronger effect = lower value | activity change, % (tested at about 1.8 µM) | 0.95% of 340,000 active | AID 720553;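 active means maximum activity change below -70%; inconclusive means maximum activity change from -70% to -50%; inactive means maximum activity change above -50%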;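 further: thallium influx rate constant from kinetic fluorescence after stimulation buffer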
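We transduce U2OS cells with the mutant 3.1 virus, culture them overnight, load FluxOr with Red40 quencher for 45 min, then add stimulation buffer and read kinetically for 2 min to derive a normalized rate constant.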
USP2a inh – USP2a (human) protease inhibition; O75604; USP2 core, Ub-CHOP2 coupled fluorogenic reporter, 485/531; AID 463254; Potency, µM (highest dose often 38.3 µM), without a hit: top-dose activity change, negative = inhibition, most hits filed as inhibitors; 0.01% of 330,000 active;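 further: potency means the concentration at half of the fitted maximal effect; plate controls were DMSO wells for no effect and full inhibition by NEM control for full effect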
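Deubiquitinase activity read as fluorescence (485/531 nm) after Ub-CHOP2 cleavage activates the enterokinase reporter on its substrate; USP2 core 10nM, Ub-CHOP2 and substrate 25nM each, 30min compound preincubation then 60min RT; data normalized to NEM, curves fitted.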
PKM2 activator – PKM2 (human) enzyme activation. Potency, µM (series often up to 57.5 µM), for inactives: at the highest dose activation, actives largely listed as activators. purified PKM2, Kinase-Glo ATP luminescence, activation; response scale: 0% is enzyme alone, no compound. 0.34% of 260,000 active. P14618; further: potency means the concentration at half of the fitted maximal effect; nearly all actives have a fitted effect of over 55% in size
Target sequence (P14618 whole entry, looked up): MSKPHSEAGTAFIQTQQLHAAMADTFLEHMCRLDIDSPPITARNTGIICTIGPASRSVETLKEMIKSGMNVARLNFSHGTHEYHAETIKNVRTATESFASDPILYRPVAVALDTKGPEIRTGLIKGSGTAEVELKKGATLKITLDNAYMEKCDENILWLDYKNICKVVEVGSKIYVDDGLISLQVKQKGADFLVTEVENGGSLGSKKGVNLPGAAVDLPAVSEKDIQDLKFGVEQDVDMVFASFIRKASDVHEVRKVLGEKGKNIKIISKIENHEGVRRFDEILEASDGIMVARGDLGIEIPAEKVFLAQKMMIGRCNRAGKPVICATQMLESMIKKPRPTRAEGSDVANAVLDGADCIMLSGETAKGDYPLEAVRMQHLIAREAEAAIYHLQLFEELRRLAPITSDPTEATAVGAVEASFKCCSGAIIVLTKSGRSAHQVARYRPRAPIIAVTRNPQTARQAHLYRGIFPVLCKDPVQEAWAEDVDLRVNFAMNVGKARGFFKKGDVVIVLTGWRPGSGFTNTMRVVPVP
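Purified hPK-M2 (>95%) run at intermediate activity with 0.1 mM ADP and 0.5 mM PEP in 50 mM imidazole pH 7.2, KCl, MgCl2; 1 h room temperature. ATP formed read by Kinase-Glo luminescence; normalized to uninhibited and no-enzyme controls.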
GALK inhibitor – blocks human galactokinase activity; P51570; Purified GALK, Kinase-Glo residual ATP luminescence; Potency, µM (series often up to 57.5 µM), for the others: top-dose activity change, negative = inhibition, hits mostly inhibitors; 0.007% of 270,000 active; further: potency means the concentration at half of the fitted maximal effect
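ATP-depletion format; final 35 uM ATP, 100 uM D-galactose, 5 nM enzyme; pH 8.0 HEPES/Mg2+ buffer; 60 min RT; luminescence read 10 min after detection reagent.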
Coupling enz – counter-screen for Giardia aldolase inhibitors: coupling enzyme system. coupling enzyme system counterscreen, AmpLite Red fluorescence. activity change, negative = inhibition, % at 58.2 µM, hits read low. 0.67% of 290,000 active; in the data active means activity change below about -30%
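First, compound is pin-transferred into glyceraldehyde-3-phosphate coupling-enzyme reagent at 57.5 uM final and held 10 min at RT. Next, substrate, coupling system and AmpLite Red are added. After 20 min RT, fluorescence (525/598 nm) is read.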
uPA generation – cell surface uPA generation inhibition; cell surface uPA generation assay, qHTS; Potency, µM (series often up to 38.3 µM), inactives show at the highest dose activity change, negative = inhibition, actives largely listed as inhibitors; 0.31% of 330,000 active; AID 540303; active means well fitted inhibition curve with a large enough effect; inconclusive means small, poorly fitted or top-dose-only effect; inactive means no such curve, though single readings can be large or run the other way; tested in mouse RAW 264.7 cells; further: potency means the concentration at half of the fitted maximal effect; nearly all actives have a fitted effect of over 55% in size
Active calls of the source: *; ? = inconclusive; · = not tested or not shown; [ ] = dose if it differs, or a comment. Unless noted, the call rests on the fitted dose curve; in most records, active means well fitted curve in the direction sought with a large enough effect; inconclusive means small, poorly fitted or top-dose-only effect, or another doubt; inactive means no such curve, though single readings can be large; an effect the other way counts as inactive or inconclusive. Unless noted, on the % scale 0 is the no-effect control and ±100 the full control effect.

SMILES | Giardia killer | B2AR arrestin | Eya2 inh | hERG WT inh | Chronic BCR inh | KCNH2 3.1 block | USP2a inh | PKM2 activator | GALK inhibitor | Coupling enz | uPA generation
O=C(CN1C(=O)C2C3C=CC(C3)C2C1=O)NCc1ccco1 (configuration not stated) | 10 | 2.8% | -10% | -3 | -2% | -16 | 0% | -17% | 3% | -9 | 5%
Cc1cccn2c(=O)c(/C=C(\C#N)C(=O)NCc3ccccc3)c(N3CCC(C(N)=O)CC3)nc12 | 12 | -0.7% | -28% | 16 | 1% | 14 | 8% | 1% | -6% | 3 | -1%
CC(=O)Nc1sc(N/N=C/c2ccc(N(C)C)cc2)nc1-c1ccc(C)cc1 | -1 | -0.3% | -14% | -2 | -8% | -3 | -1% | 26% | 9% | -4 | -30%
COc1ccc(C2(c3ccc(OC)cc3)NC(=O)N(CC(=O)Nc3ccc(OC(F)F)cc3)C2=O)cc1 | -3 | 3.2% | -20% | -83* | 1% | · | 1% | -8% | -7% | · | -5%
CC1=CCC2C(=O)N(c3ccc(N4CCOCC4)cc3)C(=O)C2C1 (configuration not stated) | -1 | -0.5% | 5% | 2 | -5% | -4 | 0% | -1% | · | 2 | 11%
Cc1ccc(/C(O)=C2\C(=O)C(=O)N(C)C2c2ccccc2[N+](=O)[O-])cc1 (configuration not stated) | -9 | -0.8% | 10% | -22 | 5% | 7 | 0% | -3% | 3% | 3 | 2%
Cc1cc(OCCCC(=O)NCCc2ccccn2)ccc1Cl | 3 | 0.0% | -4% | -18 | -9% | -5 | -5% | -6% | 0% | 5 | 1%
CCc1nc(-c2ccccc2O)n(-c2ccccc2)n1 | -15 | 0.0% | -11% | -10 | 0% | -3 | 0% | 0% | 0% | -1 | -8%
Cc1ccc(S(=O)(=O)CCC(=O)OCC(=O)Nc2cc(S(=O)(=O)N3CCOCC3)ccc2C)cc1 | 6 | -0.2% | -2% | 3 | 5% | -8 | 0% | · | · | · | 0%
COc1ccccc1-c1noc(CSc2nc(C)cc(=O)[nH]2)n1 | -13 | 0.0% | -3% | 2 | ? | -3 | 1% | -4% | 7% | 6 | 0%
CCOC(=O)N1CCN(C(=O)/C(=C/c2ccc(OC)c(OC)c2)NC(=O)c2ccccc2)CC1 | 9 | 0.1% | -8% | 4 | -7% | 2 | 1% | -2% | 3% | 2 | -1%
Cc1ccccc1NS(=O)(=O)c1ccc2c(c1)NC(=O)CCS2 | -7 | 0.0% | 11% | 3 | -2% | 11 | 2% | · | 3% | · | 0%
O=C(Nc1ccccc1F)Nc1ccccc1OC(F)F | -15 | 0.0% | 1% | -5 | ? | 6 | -1% | -2% | 0% | -3 | 10%
CCOc1cc(CNc2cccc3ccccc23)cc(Br)c1OCC(=O)NC(C)(C)C | 3 | -0.9% | -32% | 4 | 11% | 4 | 0% | 2% | -3% | -10 | 14%
O=C(CS(=O)(=O)c1cn(Cc2ccc(Cl)cc2)c2ccccc12)N1CCCC1 | 5 | -1.0% | -1% | 34 | -5% | -8 | 2% | 5% | 1% | 1 | -5%
Cc1ccc(C)c(C(=O)COC(=O)C(C)N2C(=O)C3C4CCC(C4)C3C2=O)c1 (configuration not stated) | 2 | -0.2% | -10% | 12 | 3% | -17 | 1% | · | -5% | · | -1%
COc1ccc(-c2csc(=Nc3ccccc3)n2CCO)cc1 | 33[activator] | -0.4% | 1% | -12 | 0% | -1 | -1% | 1% | · | -2 | 2%
CCOC(=O)CNS(=O)(=O)c1ccc(S(=O)(=O)N2CCCC2)cc1 | 4 | -0.5% | -31% | -1 | -5% | -2 | 1% | 5% | -1% | 4 | 3%
O=C(CN1CCN(c2ccccc2)CC1)N1CCc2[nH]c3ccccc3c2C1 | -9 | 0.5% | -27% | -11 | -1% | -21 | -1% | -2% | -1% | -7 | 0%
COc1cc(/C=N\Nc2nncn2N)ccc1OC(C)=O | -20 | 0.3% | 5% | -3 | ? | -4 | 0% | -3% | -1% | -4 | -10%
O=C1CSc2ccc(S(=O)(=O)NCc3ccccc3Cl)cc2N1 | -24 | 0.1% | -8% | 18 | -10% | -17 | 2% | · | -1% | · | 9%
CCCc1cc(-c2nc(N)ncc2-c2csc(C)n2)c(O)cc1OC | 12 | -0.6% | -6% | · | -7% | -2 | -1% | -3% | 6% | 4 | 10%
CC(C)C(=O)Nc1cccc(NC(=O)c2ccc([N+](=O)[O-])cc2Cl)c1 | -9 | 0.2% | 1% | 2 | 1% | 19 | 1% | 5% | -1% | -11 | -1%
CCN(CC)C(=O)CSc1nnc(-c2cnccn2)n1-c1ccccc1 | 2 | 0.1% | 1% | 4 | 1% | -4 | 7% | 2% | 2% | 4 | 2%
CN(c1cccc(NC(=O)Nc2ccc(Cl)cc2)c1)S(C)(=O)=O | -6 | -0.3% | -6% | -12 | ? | 0 | -4% | -5% | · | -1 | -13%
Later entries.
SMILES | Giardia killer | B2AR arrestin | Eya2 inh | hERG WT inh | Chronic BCR inh | KCNH2 3.1 block | USP2a inh | PKM2 activator | GALK inhibitor | Coupling enz | uPA generation
CC(C)(C)NC(=O)COC(=O)c1ccccc1OCC(=O)Nc1ccc(Br)cc1 | -20 | -0.5% | -4% | 2 | ? | 1 | 3% | -1% | 0% | 2 | -2%
COCCCn1c(SCC(=O)NC(C)(C)C)nnc1-c1cccs1 | -5 | -0.4% | -13% | 2 | ? | 15 | 16% | -1% | -3% | 6 | 2%
CC(=O)c1ccc(S(=O)(=O)N2CCC3(CC2)CC(=O)c2ccccc2O3)cc1 | -1 | 0.0% | 10% | -4 | -12% | 2 | 2% | · | · | · | 2%
COc1cc(OC)c2c(c1)OC(=O)CC2c1ccc2c(c1)OCO2 (configuration not stated) | ? | -0.2% | -2% | -22 | ? | 10 | 2% | · | · | 0 | -1%
C/C(=N\NC(=O)c1nn(C)c(C)c1Br)c1cccc(NC(=O)c2ccoc2C)c1 | -10 | -3.5% | 6% | 7 | ? | 2 | 5% | 3% | 0% | -4 | 1%
Cn1cc(C(=O)OCC2CCN(CCNS(C)(=O)=O)CC2)c2ccccc21 | -10 | · | 12% | 18 | · | -17 | · | · | · | 1 | -16%
COc1cc(/C=C2\C(=N)N3N=C(N4CCOCC4)SC3=NC2=O)ccc1OC(=O)c1ccccc1 | 11 | 0.3% | 2% | -8 | 16% | 12 | -8% | 3% | · | -2 | -4%
COc1ccc(NC(=S)N2c3ccccc3CC2C)cc1OC (configuration not stated) | -13 | -0.8% | -1% | -10 | 4% | -26 | 8% | 6% | -1% | 4 | 13%
CCOC(=O)N1CCN(C(=O)CSc2nc(=O)n3ccc(C)cc3n2)CC1 | -4 | -0.1% | 5% | 1 | -1% | 2 | 1% | · | · | · | 3%
CC1Cc2c([nH]c3ccccc23)C2c3ccccc3CN12 (configuration not stated) | 3 | -0.6% | 2% | -20 | ? | -2 | 3% | · | -2% | 0 | -8%
COC(=O)c1ccc(/C=C/C(=O)OCC(=O)Nc2ncc(Cl)cc2Cl)cc1 | 18 | 0.3% | 10% | -1 | 4% | -3 | 1% | · | · | · | 15%
CCOC(=O)/C(C#N)=C/c1c(Oc2cccc(C)c2)nc2ccccn2c1=O | 7 | -0.9% | ? | 1 | -5% | -3 | 3% | 2% | 3% | -1 | -2%
C=C(C)c1cccc(C(C)(C)NC(=O)NC2CC(C)(C)NC(C)(C)C2)c1 | -23 | -0.1% | 4% | 2 | -9% | -6 | 6% | 1% | -4% | 0 | 14%

Looked up by structure from the list above:
SMILES | Giardia killer | B2AR arrestin | Eya2 inh | hERG WT inh | Chronic BCR inh | KCNH2 3.1 block | USP2a inh | PKM2 activator | GALK inhibitor | Coupling enz | uPA generation
CCOC(=O)N1CCN(C(=O)CSc2nc(=O)n3ccc(C)cc3n2)CC1 | -4 | -0.1% | 5% | 1 | -1% | 2 | 1% | · | · | · | 3%
COCCCn1c(SCC(=O)NC(C)(C)C)nnc1-c1cccs1 | -5 | -0.4% | -13% | 2 | ? | 15 | 16% | -1% | -3% | 6 | 2%
COC(=O)c1ccc(/C=C/C(=O)OCC(=O)Nc2ncc(Cl)cc2Cl)cc1 | 18 | 0.3% | 10% | -1 | 4% | -3 | 1% | · | · | · | 15%
C/C(=N\NC(=O)c1nn(C)c(C)c1Br)c1cccc(NC(=O)c2ccoc2C)c1 | -10 | -3.5% | 6% | 7 | ? | 2 | 5% | 3% | 0% | -4 | 1%

From PubChem BioAssay
